# Assay outcomes (PubChem BioAssay)
# SIRT5 block: sirtuin-5 (human) deacylase inhibition. Purified SirT5, succinyl-peptide AMC, trypsin-coupled fluorescence. inhibition, % at 15 µM. actives 1.1% (n = 330,000). Q9NXA8; in the data active means inhibition above about 15%; inconclusive means no clear call, values can overlap the other calls
# Target sequence (Q9NXA8 whole entry, looked up): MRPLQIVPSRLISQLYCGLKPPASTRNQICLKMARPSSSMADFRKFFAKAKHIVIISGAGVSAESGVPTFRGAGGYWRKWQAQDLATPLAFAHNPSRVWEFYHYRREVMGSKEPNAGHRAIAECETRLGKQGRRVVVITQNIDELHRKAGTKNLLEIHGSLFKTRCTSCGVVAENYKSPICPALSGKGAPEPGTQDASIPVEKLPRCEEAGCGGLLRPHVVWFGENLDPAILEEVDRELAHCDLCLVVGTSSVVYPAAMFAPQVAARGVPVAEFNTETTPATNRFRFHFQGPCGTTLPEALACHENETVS
# FN deposit inh: fibronectin deposition inhibition. AH1F fibroblasts, Alexa488-fibronectin deposition fluorescence, overnight. inhibition, % at 12.6 µM. actives 0.086% (n = 350,000). AID 743247;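 active means mean inhibition across replicates of 30% or more, regardless of how many single replicates reach that level; inconclusive means mean under 30% yet at least half of replicates reach 30%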;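 further: positive control wells lacked labelled fibronectin entirely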
#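 Material: AH1F fibroblast monolayer depositing Alexa488-labelled fibronectin into matrix / Amount: 10000 AH1F cells per well / Signal: fluorescence 485/525 nm / Medium: DMEM, 2% serum / Compound: single dose, pinned / Incubation: 1 h cell adhesion before compound, then overnight fibronectin incubation / Reagent: Alexa488-FN, 24 nM final / Read-out: inhibition of fibronectin deposition signal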
# Statin myotox sup: protects C2C12 myotubes from simvastatin toxicity. ATP luminescence, 48 h; scaled: DMSO 0, geranylgeraniol control 100. rescue of ATP level, % at 7.49 µM. actives 0.78% (n = 330,000);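 active means mean ATP rescue above about 67%, or every replicate alone reaching that limit, limit read from the data, passing the limit was not always enough; inconclusive means no clear call, values can overlap the other calls; inactive means mean under the limit and some replicate under it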;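 further: myotubes were challenged with 10 µM simvastatin during compound exposure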
# S100A4 inh HTS: blocks human S100A4 binding to myosin IIA peptide | S100A4/TAMRA-MyoIIA peptide fluorescence polarization | actives 0.14% (n = 360,000) | P26447 | inhibition, % at 10.7 µM;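 active means mean inhibition of at least 70% across replicates, with every replicate also reaching that level; inconclusive means mean inhibition reaches 70% but some replicates fall short; inactive means mean inhibition below 70%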
# Target sequence (P26447 whole entry, looked up): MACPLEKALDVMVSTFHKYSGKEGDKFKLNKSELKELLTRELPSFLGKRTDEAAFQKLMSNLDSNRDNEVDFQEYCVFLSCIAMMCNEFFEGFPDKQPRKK
#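 incubation = readout 5 min after mixing, signal stable up to 60 min | system = S100A4 monomer protein | buffer or medium = HEPES pH 7.2 with CaCl2, KCl, NaCl, DTT, Triton | benchmarks = neutral control DMSO, positive control TFP | also added = fluorescent myosin IIA peptide, 5 nM | compound dosing = one concentration per compound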
# esBAF inh: blocks esBAF chromatin remodeling in mouse ES cells | Bmi1-luciferase knock-in reporter, 24 h; 100% = twice the neutral-well signal | reporter increase, % at 12.5 µM | actives 2% (n = 350,000); in the data active means activation above about 40%; inconclusive means no clear call, values can overlap the other calls;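 further: 0% = median of the plate's neutral control wells and 100% = double that signal; a rise in the Bmi1 reporter signal indicates esBAF inhibition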
# LGR2 inh: blocks bursicon-induced cAMP signaling via Drosophila LGR2. HEK293 LGR2, CRE-luciferase, bursicon-stimulated, 4 h. inhibition, % at 9.99 µM. actives 0.35% (n = 380,000). AID 720647;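 active means drop in luminescence signal, shown as inhibition above about 50% in the replicate tests, limit read from the data, passing the limit was not always enough; inconclusive means probably only some replicates passing the limit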;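 further: agonist challenge used bursicon conditioned medium at about half maximal strength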
# CASP6 VEID inh: blocks human caspase-6 cleavage activity; actives 0.53% (n = 350,000); AID 686996; inhibition, % at 12.5 µM; purified caspase-6, Z-VEID-R110 cleavage fluorescence;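 active means mean inhibition across replicates at least about 35%, with every replicate also reaching that limit, limit read from the data; inconclusive means only one of the two criteria met; inactive means neither criterion met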;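 further: 0% = median of neutral control wells and 100% = no fluorescence left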
# Target sequence (P55212 24-179 limits assumed): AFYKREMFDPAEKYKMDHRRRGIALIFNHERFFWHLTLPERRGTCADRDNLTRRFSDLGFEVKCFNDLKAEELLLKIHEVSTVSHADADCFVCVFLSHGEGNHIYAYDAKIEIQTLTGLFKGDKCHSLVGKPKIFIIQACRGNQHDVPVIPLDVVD
# Target sequence (P55212 194-293 limits assumed): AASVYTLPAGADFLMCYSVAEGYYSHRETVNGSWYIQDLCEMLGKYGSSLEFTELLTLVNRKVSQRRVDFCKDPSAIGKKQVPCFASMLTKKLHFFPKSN
# * marks the source's active call; other numbers are inactive results; ? = inconclusive; nt = no result given; & = joins results of further samples.
Compound	SIRT5 block	FN deposit inh	Statin myotox sup	S100A4 inh HTS	esBAF inh	LGR2 inh	CASP6 VEID inh
C[C@H](NC(=O)C[C@@H]1CC[C@@H]2[C@H](COC[C@H](O)CN2C(=O)Nc2ccccc2)O1)c1ccccc1	3	3	-2	1	9	-1	0
CCC1(CC)NC(=O)N(CC(=O)OC(C)C(=O)Nc2ccccc2OC)C1=O (stereo not given)	1	-4	-9	-4	-5	-19	1
COc1ccc(NC2c3ccccc3C(=O)N2c2ccccn2)cc1Cl (stereo not given)	1	7	25	-2	3	-23	1
O=C(N[C@H]1CCCCNC1=O)c1cc(COc2ccc(F)cc2F)on1	0	-2	23	-8	27	-24	5
O=C(Nc1ccc(F)cc1F)c1ccc2c(c1)OCCO2	0	-4	5	-4	-7	-9	-2
O=C(COc1ccc([N+](=O)[O-])cc1)NNC(=O)c1cccnc1	1	4	6	-1	-13	?	0
CC(=O)CSc1ncnc2nc[nH]c12	nt	nt	-10	nt	-7	31	nt
Cc1nc(NC(=O)c2cc(-n3cnnc3)ccc2Cl)ccc1Br	nt	-8	5	nt	-1	nt	nt
C[C@@H]1CN([C@H](C)CO)C(=O)Cc2cc(NC(=O)CCCCCC(=O)Nc3ccccc3N)ccc2O[C@H]1CN(C)C	nt	nt	0	-31	-5	-9	3
CCCNC(=O)Cn1sc2nc(C)cc(C)c2c1=O	-2	0	nt	0	nt	3	-7
C[C@@H]1CCCCO[C@@H](CN(C)C(=O)Nc2ccc(C(F)(F)F)cc2)[C@@H](C)CN([C@H](C)CO)C(=O)c2cc(NS(=O)(=O)c3cccs3)ccc2O1	-2	nt	nt	-10	nt	11	-1
C[C@H]1CN([C@@H](C)CO)S(=O)(=O)c2ccc(C3=CCCC3)cc2O[C@H]1CN(C)C(=O)Nc1ccc2c(c1)OCO2	16*	10	?	2	8	-6	0
O=C(NC1CCCC1)C(NS(=O)(=O)c1cccc2nsnc12)c1ccccc1 (stereo not given)	nt	-11	8	nt	-7	nt	nt
CCOC(=O)[C@]12CCC=C1N(Cc1ccc(Cl)cc1Cl)C(=O)[C@H](CC(=O)NCCCN1CCCC1=O)C2	3	0	nt	4	nt	-18	-1
Cc1ccc(Nc2n[nH]c(=S)s2)cc1C	0	2	-7	-7	51*	-47	3
Cn1c(=O)c(C(=O)NCCc2ccccc2)c(O)c2ccccc21	-4	-13	-9	-3	10	nt	-2
COc1ccc2nc(N3CCN(C(=O)C4COc5ccccc5O4)CC3)sc2c1 (stereo not given)	-3	1	nt	-1	nt	-110	2
CC(C)N(Cc1nccn1C)C(=O)c1cc(COc2ccc(-n3cncn3)cc2)on1	9	-7	-3	-11	8	-9	0
C[C@H]1CN([C@@H](C)CO)C(=O)c2cc(NS(=O)(=O)c3cn(C)cn3)ccc2O[C@@H]1CN(C)S(=O)(=O)c1cccs1	4	nt	17	-3	1	4	2
CCCCC(=O)NC(c1ccc(N(C)C)cc1)c1ccc2cccnc2c1O (stereo not given)	-1	12	-52	-2	-59	12	-3
CC(C)(C)NC(=O)c1ccc2c(c1)CCO2	-4	3	nt	2	nt	0	-3
Cc1ccc(C)c(N2CCN(C(=O)CSc3ccsc3[N+](=O)[O-])CC2)c1	nt	-6	-3	nt	-5	11	nt
Cc1ccc(NC(=O)c2cccnc2)cc1S(=O)(=O)N1CCOCC1	-4	3	10	-4	3	2	-1
Cc1cccc(NC(=O)CN(CCc2ccccc2)S(C)(=O)=O)c1	13	-2	-9	-1	11	5	1
Cc1ccc(NC(=O)Nc2nnc(-c3ccncc3)s2)cc1C	-1	7	nt	-1	nt	?	1
CN(Cc1ccc(Cl)cc1)C(=O)CNC(=O)C12CC3CC(CC(C3)C1)C2	-2	-3	7	3	2	nt	0
CN1CCN(c2c([N+](=O)[O-])cnc3ccccc23)CC1	-1	2	5	-2	1	-15	-11
CC(Oc1ccc(-c2ccccc2)c(F)c1)c1ccn(S(=O)(=O)c2ccc(F)cc2)n1 (stereo not given)	nt	1	3	nt	4	nt	nt
CC(C)C[C@@H](CN)NC(=O)c1nc[nH]c1C(=O)N[C@@H](Cc1ccccc1)C(=O)CNC[C@H](C)NC(=O)c1nc[nH]c1C(=O)N[C@@H](C)C(=O)O	nt	-1	-1	-1	-6	-15	3
CC(=O)c1cccc(NC(=O)c2cc(=O)[nH]c3ccccc23)c1	-3	1	9	-1	-2	6	0
CCC(=O)N1[C@H](CO)[C@H](c2ccc(C#CC3(O)CCCC3)cc2)[C@@H]1CNC(C)=O	-1	nt	nt	2	nt	7	-3
Cc1noc(C)c1NC(=O)N[C@@H]1CC[C@H](CCNC(=O)C2CCCCC2)O[C@@H]1CO	3	-2	-4	2	-2	2	1
C[C@H]1CN([C@@H](C)CO)C(=O)c2cc(C#CC(C)(C)O)cnc2O[C@@H]1CN(C)C(=O)C1CCC1	-2	nt	3	11	-1	-9	1
COc1ccc(N2CC(O)=C(c3nc(-c4ccccc4)cs3)C2=N)cc1	-2	4	-3	-3	0	3	-1
COc1ccc(Cl)cc1NC(=O)CN(C)CC(=O)Nc1ccccc1N1CCOCC1	-4	-13	nt	9	nt	-2	3
C[C@H](CO)N1C[C@H](C)[C@H](CN(C)S(=O)(=O)c2ccccc2)OCc2cn(nn2)CCCC1=O	nt	1	11	nt	-2	8	nt
NC(=O)CSc1nnc(-c2ccccc2Br)n1-c1cccc(C(F)(F)F)c1	nt	nt	4	nt	-9	-21	nt
COc1cc(OC)cc(C(=O)NNC(=O)CCc2ccccc2)c1	-2	5	nt	-3	nt	22	0
O=C(NCCc1c[nH]c2ccccc12)/C(=C\c1cccnc1)NC(=O)c1ccco1	2	-4	nt	-3	nt	-3	-1
C[C@H](CO)N1C[C@H](C)[C@@H](CN(C)C(=O)Cc2cccnc2)Oc2ncc(C#CCc3ccccc3)cc2C1=O	-2&1	-9	-3	2&7	-3	-9	-5&3
CS(=O)(=O)Nc1ccc2c(c1)[C@@H]1C[C@@H](CC(=O)NCCN3CCCCC3)O[C@H](CO)[C@@H]1O2	1	nt	-5	6	-1	-72	-53
CCN1CCN(c2ccc(S(=O)(=O)N3CCCCC3)cc2NC(=O)c2ccccc2)CC1	2	4	1	-5	-1	-2	-5
Cc1ccc(NC(=O)Nc2cnccn2)c(C)c1	-2	-2	nt	-2	nt	-20	-2
COc1ccc([N+](=O)[O-])c(C=CC(=O)c2ccccn2)c1	nt	3	nt	-1	nt	-5	2
O=S(=O)(c1ccccc1)N1CC2CC(Br)C(Br)CC21 (stereo not given)	-5	nt	nt	-2	nt	-1	-2
NC(=O)c1cc(S(=O)(=O)NCCCc2ccccc2)cs1	-5	2	-1	-10	7	3	-3
CC(C)NC(=O)Nc1ccc2c(c1)C(=O)N([C@@H](C)CO)C[C@H](C)[C@H](CN(C)Cc1ccc(C(F)(F)F)cc1)O2	3	nt	3	-18	3	-25	0
O=C(NCc1ccccn1)Nc1ccccc1F	-1	-2	-4	2	3	18	1
COc1ccc(CC(=O)NNC(=O)c2cc(Cl)ccc2OC)cc1	-1	nt	2	-2	1	7	-2
C[C@]12CCC3C(CC[C@H]4CC(O)CC[C@]34C)C1CC/C2=N/NC(=O)c1ccncc1 (stereo not given in full)	-2	3	nt	-3	nt	7	-2
Cc1ccc(C)c(OC2=NS(=O)(=O)c3ccccc32)c1	-1	2	nt	4	nt	19	-2
Cc1ccc(S(=O)(=O)N(C)C[C@@H]2OCCCC[C@@H](C)Oc3ccc(NS(=O)(=O)c4c(C)noc4C)cc3C(=O)N([C@@H](C)CO)C[C@@H]2C)cc1	5	5	nt	-5	2	-1	-3
CCOC(=O)C1=C(CN2CCCCCC2)NC(=O)NC1c1cccc([N+](=O)[O-])c1 (stereo not given)	-1	nt	nt	-1	nt	2	1
Cc1ccc(NC(=O)/C=C/c2ccc3c(c2)OCO3)nc1	-4	-1	nt	-1	nt	nt	-1
Cc1ccc([C@H]2C[C@@H](O)[C@H](n3cc(-c4ccc(F)cc4)nn3)CN2Cc2cccs2)cc1	0	-4	22	-5	0	-9	4
C[C@@H]1CCCCO[C@H](CN(C)C(=O)Cc2ccccc2)[C@@H](C)CN([C@@H](C)CO)C(=O)c2cc(NS(=O)(=O)c3ccc(Cl)cc3)ccc2O1	3	-8	nt	-6	-2	13	-1

# Later entries:
Compound	SIRT5 block	FN deposit inh	Statin myotox sup	S100A4 inh HTS	esBAF inh	LGR2 inh	CASP6 VEID inh
Cc1cccc(C)c1-n1nnnc1C1(C)CCC(=O)N1Cc1cccs1 (stereo not given)	-6	6	nt	-8	nt	-2	-1
CCN1CCN(S(=O)(=O)c2c(C)[nH]c(C)c2C(=O)N2CCCCC2)CC1	1	-17	-7	-6	-2	5	0
CN1C(=O)c2cc(NC(=O)NCc3ccccc3)ccc2OC[C@@H]2O[C@H](CC(=O)NCC3CCCCC3)CC[C@@H]21	nt	-7	43	nt	5	3	nt
Cc1ccccc1NC(=S)N(CCc1c(C)[nH]c2ccc(F)cc12)Cc1cccnc1	-3	-5	nt	-20	nt	-17	nt
CCn1c(SCc2ccccc2)nc2c1c(=O)[nH]c(=O)n2C	-15	2	1	2	5	-1	2
COc1ccc(S(=O)(=O)N2CCC[C@H]2C(=O)N2CCC[C@H]2C(=O)NCc2ccccn2)cc1C	-6	10	nt	2	nt	-12	1
CO[C@@H]1CC[C@@H]2CCOc3c(C#N)cccc3C(=O)N(C)C[C@H](C)C(=O)N(C)C[C@H]1O2	9	3	-4	1	-1	-2	-1
COCC(=O)N1CC(=O)N2[C@H](CO)[C@@H](c3ccc(-c4ccccc4C)cc3)[C@H]2C1	-1	nt	nt	6	nt	5	nt
CCNc1c(NS(=O)(=O)c2ccc(C3CCCCC3)cc2)c(=O)oc2ccccc12	nt	-3	-5	3	9	-4	-2
CC1(C(=O)Nc2ccc3c(c2)OCO3)Cc2c(-c3ccccc3)ccnc2O1 (stereo not given)	-6	2	nt	-14	nt	14	0
CSc1ncc(Cl)c(C(=O)Nc2cccc3ccccc23)n1	-4	nt	nt	-1	nt	-3	-2
CC(/C=C1\SC(=S)N(CCC(=O)Nc2cccc(C(=O)O)c2)C1=O)=C\c1ccccc1	14	7	17	0	2	1	70*
CCC(=O)Nc1ccc2c(c1)C(=O)N(C)C[C@H](OC)[C@@H](C)CN(Cc1cccnc1)[C@H](C)CO2	0	-8	7	4	2	7	-1
COC(=O)CSc1ccc(S(=O)(=O)N2CCCCCC2)cc1[N+](=O)[O-]	10	-9	2	16	-5	-4	0
Cc1nn(S(=O)(=O)c2ccc(F)cc2)c(C)c1S(=O)(=O)N1CCOCC1	-2	-20	2	1	-5	-2	-2
Cc1noc(C)c1CNCc1ccccc1	-5	4	-2	-3	-5	nt	-1
COC(=O)Nc1sc2nc(C)cc(C)c2c1-n1cccc1	nt	-8	-8	nt	-8	nt	nt
CS(=O)c1ccccc1-c1nc(-c2ccc(Cl)cc2)no1 (stereo not given)	10	-2	nt	-1	nt	-71	-2
CCOC(=O)c1csc(NC(=O)c2ccc(S(=O)(=O)N3CCCC3)cc2)n1	-4	nt	-22	-2	2	2	5
COc1cccc(C(=O)Nc2cccc3ccccc23)c1OC	-1	-8	-7	-1	17	-12	0
COc1ccc(C2CC(=O)N(c3ccccc3)C3=C2C(=O)CCC3)cc1 (stereo not given)	1	4	-11	1	-6	-2	1

# Not all compounds are listed, so the mix of outcomes need not match the whole.
